# WRN inhibitor = blocks human WRN helicase; WRN helicase unwinding, fluorescent forked duplex, kinetic; Potency, µM (titrated, usually from 114 µM), inactives show top-dose activity change, negative = inhibition, most hits filed as inhibitors; 360,000 compounds, 0.46% hits; AID 651768; further: potency means the concentration at half of the fitted maximal effect; on the % scale 0 is the no-effect control and ±100 the full control effect; nearly all actives have a fitted effect of over 55% in size
#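 Kinetic fluorescence helicase assay: unwinding of a quenched forked DNA duplex (100 nM final) with 2 mM ATP final raises red fluorescence (525/598 nm). Compounds sat 15 min at room temperature with 20 nM WRN beforehand.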
# PLK1 PBD inh = blocks phosphopeptide binding to human PLK1 polo-box domain. P53350. Potency, µM, inactives show max response, negative = inhibition, actives largely listed as inhibitors. Plk1 PBD binding of FITC phosphopeptide, fluorescence polarization. AID 720504. 360,000 compounds, 2.8% hits; further: potency means the concentration at half of the fitted maximal effect; series mostly up to about 57 µM; on the % scale 0 is the no-effect control and ±100 the full control effect; nearly all actives have a fitted effect of over 65% in size
# PI5P4K alpha inh = blocks human PI5P4K alpha kinase activity | PI5P4Kalpha enzyme, ADP-Glo luminescence, 60 min; active compounds read low | P48426 | 330,000 compounds, 1.2% hits | max response, %; active means max response of -50% or lower; inconclusive means between -30% and -50%; inactive means -30% or higher; further: value at the top dose of about 77 µM; on the % scale 0 is the no-effect control and ±100 the full control effect
#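 Compounds were pin-transferred onto PI5P4Kalpha and substrate in HEPES pH 7.4 buffer with EGTA, CHAPS and 5% DMSO. ATP (5 microM final) started the reaction, which ran 60 minutes at room temperature before ADP-Glo detection.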
# EPAC2 antag = blocks human EPAC2 exchange factor | Q8WZA2 | EPAC2 GEF exchange of Rap1B-BODIPY-GDP, fluorescence | Potency, µM (doses to about 114 µM), inactives show at the top dose activity, negative = inhibition, most hits filed as inhibitors | 360,000 compounds, 0.18% hits; further: potency means the concentration at half of the fitted maximal effect; on the % scale 0 is the no-effect control and ±100 the full control effect; nearly all actives have a fitted effect of over 45% in size; many of its hits are not listed in these tables
# EPAC1 agonist = activates human EPAC1 exchange factor; 360,000 compounds, 0.073% hits; O95398; Potency, µM (highest dose often 154 µM), for inactives: at the top dose activation, actives largely listed as activators; AID 720707; EPAC1 agonist qHTS, biochemical assay; response scale: 100% = response to 6.5 mM cAMP; further: potency means the concentration at half of the fitted maximal effect; nearly all actives have a fitted effect of over 60% in size
# Target sequence (O95398 whole entry, looked up): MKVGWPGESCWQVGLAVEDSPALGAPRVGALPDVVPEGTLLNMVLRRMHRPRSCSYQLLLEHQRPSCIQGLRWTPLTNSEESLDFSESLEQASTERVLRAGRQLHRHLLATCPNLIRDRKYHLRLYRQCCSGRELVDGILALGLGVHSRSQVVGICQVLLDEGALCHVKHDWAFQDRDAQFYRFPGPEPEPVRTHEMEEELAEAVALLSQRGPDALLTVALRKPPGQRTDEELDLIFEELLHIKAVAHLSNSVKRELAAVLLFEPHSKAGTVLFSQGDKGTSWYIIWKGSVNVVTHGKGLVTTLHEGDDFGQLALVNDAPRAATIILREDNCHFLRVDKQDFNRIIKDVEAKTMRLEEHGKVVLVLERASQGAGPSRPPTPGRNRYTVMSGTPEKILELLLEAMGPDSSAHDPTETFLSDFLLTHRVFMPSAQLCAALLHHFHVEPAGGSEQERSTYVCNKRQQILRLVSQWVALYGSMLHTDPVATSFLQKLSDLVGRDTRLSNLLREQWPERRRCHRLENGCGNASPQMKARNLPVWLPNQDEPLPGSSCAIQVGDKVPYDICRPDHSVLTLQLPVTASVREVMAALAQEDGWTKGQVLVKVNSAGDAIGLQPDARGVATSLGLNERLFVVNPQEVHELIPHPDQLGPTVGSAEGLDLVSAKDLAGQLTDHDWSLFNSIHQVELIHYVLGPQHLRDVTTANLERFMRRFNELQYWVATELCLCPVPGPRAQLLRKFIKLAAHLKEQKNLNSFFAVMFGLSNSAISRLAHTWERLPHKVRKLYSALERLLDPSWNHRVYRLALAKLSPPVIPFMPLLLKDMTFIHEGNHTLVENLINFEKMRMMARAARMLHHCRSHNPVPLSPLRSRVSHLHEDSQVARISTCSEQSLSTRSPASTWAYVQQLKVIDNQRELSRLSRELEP
#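 Normalized to 6.5 mM cAMP, activity reflects EPAC1-catalysed release of BODIPY-GDP from Rap1B, followed kinetically over 30 min at 480 nm excitation, 540 nm emission. Reaction contained 100 nM EPAC1, 250 nM Rap1B-BODIPY-GDP, 50 uM GDP.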
# EPAC1 antag = antagonists of human EPAC1; O95398; EPAC1 GEF assay, Rap1b-BODIPY-GDP exchange fluorescence; Potency, µM (highest dose often 115 µM), for the others: at the highest dose activity change, negative = inhibition, usual class: inhibitors; 360,000 compounds, 0.14% hits;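 further: potency means the concentration at half of the fitted maximal effect; plate controls were vehicle for no effect and positive control for full effect; nearly all actives have a fitted effect of over 50% in size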
# CCT chaperon mod = modulators of cytosolic chaperonin (CCT/TRiC) activity; purified chaperonin ATPase assay, HTRF ADP detection, 30 min; activity change, % (test concentration not listed), hits read low; 360,000 compounds, 0.3% hits; AID 651819; in the data active means activity change below about -30%; further: on the % scale 0 is the no-effect control and ±100 the full control effect
#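 ATPase activity: ADP formed was measured by HTRF Transcreener (665/615 nm ratio) after 30 min at 37 deg C with 10 uM ATP. Compounds screened at one 76 uM concentration against 40 or 20 nM TRiC in Tris pH 7.4/KCl/MgCl2/DTT buffer.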
# Mm-Cpn inhibitor = M. maripaludis TRiC chaperonin inhibition. Potency, µM (titrated, usually from 76.9 µM), for the others: at the highest dose activity, negative = inhibition, actives largely listed as inhibitors. 330,000 compounds, 0.031% hits. purified Mm-Cpn ATPase, ADP Transcreener TR-FRET; further: potency means the concentration at half of the fitted maximal effect; on the % scale 0 is the no-effect control and ±100 the full control effect; nearly all actives have a fitted effect of over 80% in size
#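 Eu-cryptate anti-ADP/ADP-d2 competition gives a ratio inversely related to ADP. Enzyme at 25 nM was pre-exposed to compound for 10 min, then given 10 uM ATP for 30 min, 37°C throughout.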
# Starred values were filed as active, the others as inactive; ? = inconclusive; . = no result given; & = joins results of further samples; [ ] = remark or other dose. Unless noted, the call rests on the fitted dose curve; in most records, active means well fitted curve in the direction sought with a large enough effect; inconclusive means small, poorly fitted or top-dose-only effect, or another doubt; inactive means no such curve, though single readings can be large; an effect the other way counts as inactive or inconclusive. Only part of the results is shown, so the mix of outcomes need not match the whole.
SMILES,WRN inhibitor,PLK1 PBD inh,PI5P4K alpha inh,EPAC2 antag,EPAC1 agonist,EPAC1 antag,CCT chaperon mod,Mm-Cpn inhibitor
O=C(Nc1ccc(Cl)cc1)c1csc([C@@H]2C[C@H](O)[C@@H](CO)O2)n1,4%,-3%,3,-3%,-16%,-4%,-1.4,.
Cc1ccc(S(=O)(=O)N2CCCC2)cc1C(=O)NCc1ccccn1,-8%,-2%,-7,-3%,-4%,0%,-1.7,-14%
Cc1nnc(NC(=O)c2cccc(Br)c2)s1,0%,2%,-2,11%,6%,12%,-2.0,0%
O=C1C(=O)N(Cc2ccccc2)C(c2cccc(O)c2)/C1=C(\O)c1ccc2c(c1)OCCO2 (stereo not given),9%,3%,-3,-13%,-9%,-1%,1.1,-4%
CCN(CC)S(=O)(=O)c1cccc(C(=O)Nc2sc3c(c2C(N)=O)CCCC3)c1,-29%,-8%,.,-11%,11%,-4%,-4.0,1%
COc1ccc(C(=O)O/N=C(/C)c2cccs2)cc1,-13%,-7%,-51*,8%,14%,-19%,2.5,-7%
O=C(NCCCO)C(=O)Nc1ccc2c(c1)N(S(=O)(=O)c1cccs1)CCC2,-2%,1%,-4,-1%,-1%,10%,-9.4,0%
Cc1cc(/C(N)=N/OC(=O)Nc2ccc(Cl)cc2)no1,2%,-15%,0,-8%,8%,10%,0.0,1%
COc1ccc(Br)cc1C1CC(=O)N2CN(Cc3ccccc3)CSC2=C1C#N (stereo not given),-23%,?,?,-6%,-1%,?,-4.5,-6%
C/C(CS(=O)(=O)c1ccccc1)=N\O,-12%,-1%,-3,2%,8%,-16%,-0.1,-1%
C=CCSc1nc(C)cc(C(=O)OCC)c1C#N,-15%,0%,12,-8%,1%,-21%,1.1,-1%
Cc1cc(C(=O)COc2ccccc2C#N)c(C)n1C1CC1,-5%,-3%,3,3%,-6%,4%,0.3,-3%

# Part of the list above, with values under each structure.
# Values run as follows: WRN inhibitor | PLK1 PBD inh | PI5P4K alpha inh | EPAC2 antag | EPAC1 agonist | EPAC1 antag | CCT chaperon mod | Mm-Cpn inhibitor
- COc1ccc(C(=O)O/N=C(/C)c2cccs2)cc1
  -13% | -7% | -51* | 8% | 14% | -19% | 2.5 | -7%
- Cc1nnc(NC(=O)c2cccc(Br)c2)s1
  0% | 2% | -2 | 11% | 6% | 12% | -2.0 | 0%
- C/C(CS(=O)(=O)c1ccccc1)=N\O
  -12% | -1% | -3 | 2% | 8% | -16% | -0.1 | -1%
- COc1ccc(Br)cc1C1CC(=O)N2CN(Cc3ccccc3)CSC2=C1C#N (stereo not given)
  -23% | ? | ? | -6% | -1% | ? | -4.5 | -6%

# Next part
SMILES,WRN inhibitor,PLK1 PBD inh,PI5P4K alpha inh,EPAC2 antag,EPAC1 agonist,EPAC1 antag,CCT chaperon mod,Mm-Cpn inhibitor
Cc1ccc2oc(=O)c3cc(C(=O)NCCCN4C(C)CCCC4C)sc3c2c1 (stereo not given),14%,-6%,4,0%,-8%,31%[activator],1.1,-1%
Cc1c(Cl)cccc1NC(=S)N(CCN(C)C)C(C)c1ccco1 (stereo not given),2%,0%,1,-13%,1%,0%,3.7,-3%
O=C1c2ccccc2C(=O)N1Cc1nc2ccccc2c(=O)n1Cc1ccco1,-3%,1%,1,1%,2%,4%,1.5,?
Clc1cc(Br)ccc1OCCOCCOc1cccc2cccnc12,-14%,4%,16,-20%,15%,-16%,-1.5,1%
CC(CN(C)C)CN1c2ccccc2CCc2ccccc21 (stereo not given),.,-10%,1,3%,-2%,7%,-1.8,2%
Cc1ccc(S(=O)(=O)N2CCOCC2)cc1C(=O)Nc1ccc(C(N)=O)cc1,-6%,-12%,1,4%,5%,-22%,1.6,-1%
COC(=O)CCC(=O)Nc1ccc2oc3c(c2c1)CCCC3,3%,4%,-7,-1%,-6%,-7%,-3.6,-1%
Nc1c(N(CCC2=CCCCC2)C(=O)C2CC2)c(=O)[nH]c(=O)n1Cc1ccccc1,-9%,0%,2,-3%,8%,9%,-0.1,-3%
Cc1cc(N=Nc2ccccc2)c(NCC(O)C(O)C(O)CO)cc1C (stereo not given),-7%,0%,12,-25%,-1%,-18%,0.4,-13%
Cc1cc(OCCN2CCOCC2)ccc1[N+](=O)[O-],?,-13%,0,0%,-2%,6%,-4.9,-3%
Cc1ccc2c(c1)c(=O)c1c3n2CCN(C(=O)CCl)C3CC1 (stereo not given),?,?,-22,14%,1%,-13%,-1.3,2%
CC(C)NC(=O)C1(C)CCN1C(=O)Cc1ccc(-c2ccccc2)cc1 (stereo not given),4%,-5%,-1,5%,1%,-6%,-0.4,.
CCN(CC)C(=O)c1cccc(-c2csc(C(O)c3cccc(Cl)c3)n2)c1 (stereo not given),-7%,-5%,-1,2%,3%,-5%,-0.5,.
CCn1cc(CN2CCCC(C(=O)Nc3cccc(-n4cccn4)c3)C2)c(C)n1 (stereo not given),-21%,2%,7,5%,-2%,-7%,-4.2,0%
O=C(c1ccccc1N(Cc1ccccc1)S(=O)(=O)c1ccccc1)N1CCOCC1,-5%,-20%,-2,-6%,-2%,4%,0.3,1%
CC(=O)c1ccc(S(=O)(=O)N2CCN(CCOc3ccccc3)CC2)cc1,0%,-3%,7,-10%,10%,9%,1.2,-1%
C=CCOc1ccccc1CNn1nnnc1N,3%,-1%,.,5%,-2%,1%,0.1,0%
COc1ccc(NS(=O)(=O)c2ccc(C)c(C(=O)N(C)CC(=O)Nc3cccc(OC)c3)c2)cc1,1%,4%,-4,-11%,-8%,-3%,-13,2%
S=C(Nc1ccc(Cl)c(Cl)c1)N1CCN(c2ccccn2)CC1,-7%,-16%,-4,5%,-5%,5%,-0.9,2%
COc1ccc(C(C(=O)NC2CCCCC2)N(C(=O)c2sc(C)nc2C)c2ccc(OC)cc2)cc1 (stereo not given),-6%,-1%,.,-2%,4%,3%,-2.3,0%
COc1ccc(NC(=O)/C(C#N)=C/c2c(C)nn(-c3ccc(F)cc3)c2Cl)cc1OC,-4%,-14%,-5,-7%,7%,-7%,-1.7,-1%
CCn1c(SCC(=O)Nc2nc3ccccc3s2)nnc1-c1ccc(Br)cc1,-12%,-3%,4,-5%,-3%,-10%,0.7,1%
CC1CCc2c(sc(NC(=O)C3c4ccccc4Oc4ccccc43)c2C(N)=O)C1 (stereo not given),-28%,-2%,16,-9%,10%,-6%,-2.6,-8%
CCOc1ccccc1CNC(=O)C1CCN(c2nn3c(=O)cc(C)nc3s2)CC1,-2%,-26%,1,-5%,6%,-24%,0.3,3%
O=C(CNC(=O)c1ccc(OC(F)F)cc1)NCc1ccccn1,17%,-6%,-6,-11%,5%,0%,0.2,1%
COc1cc(C#Cc2c(-c3ccccc3OC)oc3ccccc23)cc(OC)c1,-24%,-19%,3,4%,-20%,1%,-2.3,-11%
O=c1[nH]c2cccc(Cl)c2n(CCNc2ncc(C(F)(F)F)cc2Cl)c1=O,-6%,-6%,2,3%,-9%,-8%,-5.4,-8%
O=C(CC1C(=O)NCCN1Cc1ccoc1)NCCCn1ncc2ccccc21 (stereo not given),-4%,-11%,-3,0%,8%,9%,0.9,-1%
Cc1nc(C)n(C(=O)N(c2ccccc2)c2ccccc2)n1,9%[57.1 µM],-5%,3,4%,3%,-12%,-1.4,1%
CC[C@]12c3[nH]c4cc(CCC(=O)N(C)C)ccc4c3CCN1C(=O)[C@@H](CC(=O)NCc1ccc(OC)c(OC)c1)C[C@@H]2C(=O)N1CCN(C(=O)c2ccco2)CC1,-6%,2%,0,11%,3%,?,-0.8,0%
CCc1ccc(NC(=O)C(CC)Sc2nc3cc4c(cc3c(=O)n2Cc2ccco2)OCO4)cc1 (stereo not given),2%,-13%,1,-3%,7%,-8%,-8.2,-1%
S=C1NNC2(CC3CC2C2CCCC32)NN1 (stereo not given),-5%,-19%,-12,10%,-6%,-3%,-3.6,-2%
CC(=O)c1cc2c(cc1NC(=O)C1CCC1)OCO2,5%,-2%,1,4%,-4%,8%,-1.1,0%
Cc1ccc(C(=O)Nc2nc(=O)[nH]s2)cc1,4%&7%,-12%&-4%,1&-7,-2%&5%,12%&13%,19%&1%,2.1&1.4,-1%&-3%
COc1ccc(NC(=O)C2(C)Cc3c(-c4ccc(C(N)=O)cc4)ccnc3O2)cn1 (stereo not given),4%,-13%,0,12%,2%,-19%,-1.5,.
Cc1ccc(NC2Sc3ccccc3NC2=O)cc1Cl (stereo not given),-8%,1%,12,-1%,6%,-10%,2.0,3%
O=C1NC(=S)N/C1=C\c1cccc([N+](=O)[O-])c1,-15%,-6%,.,9%,2%,10%,3.8,1%
COc1ccc(N2CCN(c3cc(C)c4ccc(C)cc4n3)CC2)cc1,10%,-8%,24,-11%,9%,-21%,0.5,0%
C[C@@H]1CN([C@@H](C)CO)C(=O)c2cc(C#CC3CCCCC3)cnc2O[C@@H]1CN(C)S(=O)(=O)c1ccc(F)cc1,-5%,?,-17,8%,-5%,10%,1.0,.
CCOc1cc(/C=C2\C(=O)N(CCc3ccc(OC)c(OC)c3)C(C)=C2C(=O)OC)ccc1O,79µM*,-7%,2,-8%,4%,-3%,-0.2,?
CCCSc1cc(N2CCOCC2)nc(-c2ccccc2Cl)n1,-2%,-4%,4,4%,17%,-8%,1.0,-1%
NS(=O)(=O)c1ccc(NC(=O)/C=C/c2ccc(S(=O)(=O)NCc3ccco3)cc2)cc1,-5%,-12%,-12,0%,-6%,19%,-3.3,-6%
CC1=C(c2ccccc2)C(=S)NC(C)(C)C1,-5%,-9%,3,-14%,2%,?,0.2,1%
C/C(=N\NC(=O)CNc1ccccc1)c1ccccc1,1%,0%,2,0%,5%,-4%,-2.6,-1%
O=C(OCCN1C(=O)c2ccccc2C1=O)c1cc(S(=O)(=O)N2CCOCC2)ccc1F,-3%,2%,-5,2%,-16%,6%,-2.1,.
Cc1cccc(NC(=O)Cn2cnc3sc(C)c(S(=O)(=O)N4CCC(C)CC4)c3c2=O)n1,2%,-1%,.,2%,0%,-14%,-2.1,0%
Nc1cccc2[nH]c(C(F)(F)F)nc12,-97%,?,?,-2%,-10%,-22%,0.8,0%
Cc1ccc(NC(=O)CCNS(=O)(=O)c2ccc3[nH]c(=O)oc3c2)c(C)c1,-5%,-14%,1,0%,11%,6%,1.0,-3%
CCOC(=O)c1c(C)[nH]c(NC(=O)N2CCOCC2)c1C,-2%,-12%,.,-1%,8%,0%,-3.5,1%
COCCCn1c(SCC(=O)c2c(N)n(C3CC3)c(=O)[nH]c2=O)nnc1-c1ccccc1Cl,8%,-11%,-1,1%,3%,-13%,2.3,.
